Assay outcomes: PubChem, Fisher Drug Discovery Resource Center
NPYLR7 agonist = mosquito NPYLR7 agonism | HEK293T NPYLR7/Galpha15, GCaMP6s calcium fluorescence | activation, % at 10 µM | AID 1259423 | actives 0.15% (n = 270,000); in the data active = activation above about 40%;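 note: 0% = vehicle and 100% = reference agonist at the receptor; some compounds past the cut are filed as inactive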
hcGAS lum = inhibitors of human cGAS | Q8N884 | recombinant h-cGAS, ATP depletion, Kinase-Glo luminescence | inhibition, % at 12.5 µM | actives 0.081% (n = 290,000) | AID 1259398;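 note: 0% = vehicle reaction and 100% = reaction without DNA for no activity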
Target sequence (Q8N884 whole entry, looked up): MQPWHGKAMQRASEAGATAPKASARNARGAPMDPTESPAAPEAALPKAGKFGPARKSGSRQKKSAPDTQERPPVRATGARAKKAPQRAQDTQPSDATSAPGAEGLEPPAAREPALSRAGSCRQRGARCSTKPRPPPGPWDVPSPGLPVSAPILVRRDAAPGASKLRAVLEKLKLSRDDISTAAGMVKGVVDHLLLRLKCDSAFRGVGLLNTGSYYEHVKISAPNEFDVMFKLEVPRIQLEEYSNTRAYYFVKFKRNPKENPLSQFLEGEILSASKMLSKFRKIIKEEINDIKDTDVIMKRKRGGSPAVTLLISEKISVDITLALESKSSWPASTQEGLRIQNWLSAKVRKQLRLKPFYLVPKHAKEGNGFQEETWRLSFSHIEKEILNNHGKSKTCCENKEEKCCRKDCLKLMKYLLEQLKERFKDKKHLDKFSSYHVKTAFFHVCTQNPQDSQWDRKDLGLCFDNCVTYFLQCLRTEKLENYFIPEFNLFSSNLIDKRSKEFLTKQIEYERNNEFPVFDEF
mcGAS inh = inhibitors of mouse cGAS. Q8C6L5. recombinant cGAS, Kinase-Glo ATP depletion luminescence. inhibition, % at 12.5 µM. actives 0.15% (n = 160,000);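 note: 0% = negative control wells and 100% = reference inhibitor with no enzyme activity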
Numbers without * were called inactive; / = not tested or not shown; & = joins results of further samples. Cut-off read from the data, not from the text of the source, unless noted: active = inhibition above about 40%; inactive = the rest.

SMILES	NPYLR7 agonist	hcGAS lum	mcGAS inh
CC(C)(C)c1ccc(-c2ccnc3nc(N4CCN(C(=O)c5ccc(F)cc5C(F)(F)F)CC4)nn23)cc1	3	-2	-4
CCN(C1CCOCC1)C1CN(C(=O)c2nccn2C)C1	/	-13	-6
Cc1cc(C)cc(N2CCN(Cc3cnn(C)c3C3CC3)CC2=O)c1	3	-4	/
CCCCCCCCS(=O)(=O)N1CCCN(c2nc(Cc3cccc(OC)c3)ns2)CC1	0	-1	-3
c1ccc(-c2cccc(CN3CC(c4ccccn4)C3)c2)nc1	-1	2	-3
O=C([C@H]1CCCN1C(=O)c1ccccc1)N1CCN(c2cccc(O)c2)CC1	2	-1	/
COCCCNCC(=O)N1CC(=O)N(c2cccc(Cl)c2C)C1	5	-1	/
COC(=O)c1c(NC(C)=O)c2cc(NC3CCCC3)cnc2n1C	22	-19	-5
Cc1ccc(SCCCN(C)Cc2cc3n(n2)CCCNC3)cc1	7	-1	/
O=C(C=C1CCCCC1)NCCC(=O)N1CCOCC1	4	-4	/
CN(C)C(=O)CN1CCN(S(=O)(=O)c2cccs2)CC1	1	-6	-8
CCCCCCCC(=O)Nc1ccc(-n2nc(OCC(C)C)nc2-c2ccc(Cl)c(Cl)c2)cc1	13	-1	-5
CCS(=O)(=O)N1CCC(Cc2nncn2C)C1 (stereo not given)	/	-6	-4
COCCCNC(=O)CN1CCN(c2cc(C)c3cc(C)cc(C)c3n2)CC1	2	-8	/
O=c1cc(CO)oc(CN2CCCC2)c1O	2	-5	/
CCCC(=O)Nc1ccc(N2CCCC2)c(C(=O)NC2CCCCC2)c1	4	-5	-10
O=S(=O)(c1cccs1)N(c1ccccc1)C(F)F	3	-6	-6
Cc1cc(C)n(CCNC(=O)CN2CCOc3ccccc3C2)c(=O)n1	13	-6	-9
COc1cccc(COC(CN2CCN(C(=O)c3ccc(Cl)nc3)CC2)c2ccc(Cl)cc2)c1 (stereo not given)	-2	-5	-5
CCOc1ncccc1-c1cc(Cl)ccc1O	9	-3	/
COc1ccc(OC)c(-c2nc(COc3cccnc3C)c(C)o2)c1	15	-1	/
CCC(C)N(Cc1cc(Cl)ccc1OS(C)(=O)=O)C(=O)c1cccs1 (stereo not given)	19	0	-3
CCOC(=O)c1c(-c2ccc(OC)c(OC)c2)csc1NC(=O)CCl	-5	-10	-5
CCOc1ccccc1OC1CCN(Cc2nc(CC)cc(=O)[nH]2)CC1	0	-6	-15
CCCCNC(=O)N1CCCC(C(=O)c2cc(C)c(OC)c(C)c2)C1 (stereo not given)	2	-1	-3
CCC1CCc2nc(NC(=O)c3ccccc3CN3C(=O)CNC3=O)sc2C1 (stereo not given)	9	1	-4
CCCn1ccnc1CN(C)Cc1ccc(-n2cccn2)cc1	7	-8	-12
CCC(C)NC(=O)c1c(C)c(C)c(C)n1Cc1ccccc1F (stereo not given)	-4	-7	-7
CSCc1ccc(C(=O)N2C[C@@H](CN3CCCCC3)[C@@H](CO)C2)o1	/	13	1
O=C1C(=Cc2ccc3ccccc3c2)SC(=S)N1CCN1CCOCC1	-2	0	/
COC(=NC(=NS(=O)(=O)c1ccc(C)cc1)c1ccccc1)SC(C)C	-2	-4	-7
NC(=O)CSc1nc2cc(S(=O)(=O)N3CCOCC3)ccc2n1CCCN1CCOCC1	5	-6	-8
O=C(NCc1cccnc1-n1cnc2ccccc21)c1scc2c1OCCO2	3	-5	-16
CCOCC(O)CN1CCN(C(=O)Cn2ccccc2=O)CC1 (stereo not given)	4	0	/
COCCNC(=O)CSc1nc2ccccc2c(=O)n1C1CC1	6	-1	0
CC1(Cc2cccc(C(F)(F)F)c2)C(=O)Nc2ccc(-c3ccc(F)c(Cl)c3)cc21 (stereo not given)	4	3	-3
O[C@H]1Cc2ccccc2[C@H]1NCc1cccc2c1OCCCO2	-15	-11	/
COc1cc(OC)c2c(OC)c(-c3ccc4c(c3)OCO4)c(=O)oc2c1	-5	-4	-4
COCC(C)n1c(C)cc(C(=O)COc2ccc(F)cc2Cl)c1C (stereo not given)	6	-7	/
O=C(Nc1ccc(N2CCC(Cc3ccccc3)CC2)c(C(=O)NCC2CCCO2)c1)c1ccc(Cl)cc1 (stereo not given)	/	-9	-5
CCOC(=O)c1cc(C)nn1C1CCN(C(=O)c2ccc3c(c2)OCO3)CC1	0	1	2
CC(C)NC(=O)CNC(=O)COc1ccccc1C1SCCS1	10	-5	/
Cc1ccc(C(N)Cn2ccnc2)c(C)c1 (stereo not given)	-9	2	-3
CCC(C)NCCC(=O)Nc1cccc2ccccc12 (stereo not given)	10	-6	-14
NC(=O)CC1CCCCN1C(=O)/C=C/c1ccccc1OC(F)F (stereo not given)	0	-5	/
CCN(CC)C(=O)Cn1cc(SCC(N)=O)c2ccccc21	-3	-6	-7
COCCN(Cc1ccc(OC)cc1)c1c(C)nc2ccc(C(=O)NCCc3c[nH]c4ccccc34)cn12	-6	-9	-3
CC(N(C)C(=O)c1ccco1)C(C)(C)C (stereo not given)	-2	-5	/
CCC(C)C1NC2(CCN(C(=O)c3ccc(OC)cc3)CC2)N(Cc2ccccc2)C1=O (stereo not given)	/	-8	-7
Cc1cc(C)n(CCCC(=O)N2CCC3(CCCO3)CC2)n1	9	-5	-14
The list continues:
SMILES	NPYLR7 agonist	hcGAS lum	mcGAS inh
Cc1cccc2nc(C(=O)N3CCC(O)(CN(C)C)C3)cn12 (stereo not given)	18	-4	/
Cc1onc(-c2ccccc2Cl)c1C(=O)NC12CC3CC(CC(C3)C1)C2	1	-6	-5
CCc1ccccc1N1C(=O)CSC1c1ccc(NC(=O)c2cc(OC)cc(OC)c2)cc1 (stereo not given)	10	4	1
CCOc1nc(-c2cccc(C(F)(F)F)c2)n(-c2ccc(NC(=O)Nc3cccc(OC)c3)cc2)n1	5	-4	-8
CC1=NN(c2ccccc2)C(=O)/C1=C\c1ccc(N)cc1	2	-4	2
NC[C@H]1O[C@H](O[C@H]2[C@H](O)[C@@H](O[C@H]3O[C@H](CO)[C@@H](O)[C@H](N)[C@H]3O)[C@H](N)C[C@@H]2N)[C@H](O)[C@@H](O)[C@@H]1O	-3	-1	/
CCCCN1CCCCC1(C)C(=O)NCc1sccc1C (stereo not given)	2	-10	-6
COc1ccc(-c2ccc(NS(=O)(=O)c3cc(C)c(C)cc3C)cc2)nn1	-1	-10	-9
Clc1nc(N2CCCC2)sc1CNCC1CCN(C2CC2)C1 (stereo not given)	1	-8	/
c1c(CN2CCC(n3cnnc3)CC2)nn2c1CNCC2	8	1	/

Some of these compounds in order of length of the SMILES, low to high:
SMILES	NPYLR7 agonist	hcGAS lum	mcGAS inh
CCOc1ncccc1-c1cc(Cl)ccc1O	9	-3	/
Cc1ccc(C(N)Cn2ccnc2)c(C)c1 (stereo not given)	-9	2	-3
O=S(=O)(c1cccs1)N(c1ccccc1)C(F)F	3	-6	-6
c1c(CN2CCC(n3cnnc3)CC2)nn2c1CNCC2	8	1	/
CCOCC(O)CN1CCN(C(=O)Cn2ccccc2=O)CC1 (stereo not given)	4	0	/
Cc1cc(C)n(CCCC(=O)N2CCC3(CCCO3)CC2)n1	9	-5	-14
c1ccc(-c2cccc(CN3CC(c4ccccn4)C3)c2)nc1	-1	2	-3
Cc1cc(C)n(CCNC(=O)CN2CCOc3ccccc3C2)c(=O)n1	13	-6	-9
CCOC(=O)c1c(-c2ccc(OC)c(OC)c2)csc1NC(=O)CCl	-5	-10	-5
COC(=NC(=NS(=O)(=O)c1ccc(C)cc1)c1ccccc1)SC(C)C	-2	-4	-7
CSCc1ccc(C(=O)N2C[C@@H](CN3CCCCC3)[C@@H](CO)C2)o1	/	13	1
CCCCCCCCS(=O)(=O)N1CCCN(c2nc(Cc3cccc(OC)c3)ns2)CC1	0	-1	-3
CCc1ccccc1N1C(=O)CSC1c1ccc(NC(=O)c2cc(OC)cc(OC)c2)cc1 (stereo not given)	10	4	1
CCC(C)C1NC2(CCN(C(=O)c3ccc(OC)cc3)CC2)N(Cc2ccccc2)C1=O (stereo not given)	/	-8	-7
COc1cccc(COC(CN2CCN(C(=O)c3ccc(Cl)nc3)CC2)c2ccc(Cl)cc2)c1 (stereo not given)	-2	-5	-5
COCCN(Cc1ccc(OC)cc1)c1c(C)nc2ccc(C(=O)NCCc3c[nH]c4ccccc34)cn12	-6	-9	-3

(continued)
SMILES	NPYLR7 agonist	hcGAS lum	mcGAS inh
Cc1nn(C)c(C)c1CC(=O)NCc1ccccc1Cl	1	2	/
Fc1ccc(C2c3cccn3CCCN2Cc2ccsc2)c(F)c1 (stereo not given)	15	-6	-4
CCc1nc(C)c(C(=O)NCCN2CCCOC2=O)s1	/	-4	-14
O=C(C=Cc1ccc(Br)o1)NC1CCCCCC1	-4	-6	/
O=C(NC(c1ccc(F)cc1)c1ccc2ccccc2n1)C1CCN(CCOc2ccc(Br)cc2)CC1 (stereo not given)	-10	2	-1
COc1ccccc1CNC(=O)NC1CCN(C(=O)NC2CCCCC2)CC1	-1	-2	/
CCOC(=O)C1CCCCN1CC(=O)N1N=C(c2ccccc2F)CC1c1cc(OC)ccc1OC (stereo not given)	-1	-6	-5
Cc1ccc(-c2nc(NCCNC(=O)c3ccc(F)cc3)c3ccccc3n2)cc1	6	-3	-5
O=C(N(c1ccccc1)c1ccccc1)C(F)(F)F	-7	-2	/
CC(=O)c1ccc(N=c2oc3cc(O)ccc3cc2C(N)=O)cc1	-8	-3	-3
O=C(c1cn[nH]n1)N(Cc1ccccc1)[C@@H]1CCCC[C@H]1O	-3	0	/
CCOCCCN(CC(=O)N1CCc2sccc2C1c1ccc(Cl)cc1Cl)S(=O)(=O)c1ccc(NC(C)=O)cc1 (stereo not given)	21	-5	-3
O=C1OCCC1N1CCOC(c2ccccc2Br)C1 (stereo not given)	9	-8	/
COc1cccc(C(=O)Nc2cc(C)nn2-c2nc(C)c(C)c(=O)[nH]2)c1OC	11	-9	-9
C#CCN(C)C(=O)c1cnc2c(-c3c(F)cccc3Cl)cnn2c1C	-6	-6	1
C#CCn1c(COC)nc2ccccc21	1	-6	/
C#CCSc1nc(=O)n2ccccc2n1	2	-9	-8
Cc1cccc(C2c3[nH]c4ccccc4c3CCN2C(=O)Cn2cncn2)n1 (stereo not given)	-6	-4	-4
CCc1cc(S(=O)(=O)Nc2ccccn2)ccc1OC	-3	0	-2
CC(C)(C)NCC(O)COc1cccc2c1CCC(=O)N2 (stereo not given)	-12&-5	1&-7	/
CC(=O)NC1CCN(c2cc(C)c3cc4c(cc3n2)CCC4)CC1	7	-6	/
O=C(c1ccc(CSc2nccc(C(F)(F)F)n2)cc1)N1C2CCC1CC(Oc1ccc(F)cc1F)C2 (stereo not given)	13	-20	-8
CCc1ccc[n+](C2=C(c3c(C)[nH]n(-c4ccccc4)c3=O)C(=O)N(C3CCCCC3)C2=O)c1	1	-7	-5
Cc1ccc(N2CC(C(=O)Oc3coc(CSc4ncccn4)cc3=O)CC2=O)cc1C (stereo not given)	-6	-4	-8
COC(=O)CCNC(=O)N1CCN(C(=O)OC(C)(C)C)CC1	0	-4	-8
Cc1nc(SCc2ccccc2F)c2c(=O)n(C)c(=O)n(C)c2n1	8	-4	/
COc1cc(NC(=O)C2CCN(c3c(C#N)cnc4ccc(F)cc34)CC2)cc(OC)c1	0	0	1
O=C(/C=C/c1ccoc1)N1CCC2(CC1)Nc1ccccc1S(=O)(=O)N2	1	4	/
O=C1CCC[C@H]2[C@@H]3C[C@H](CN(c4ncnc5c4CCC5)C3)CN12	4	-2	/
CCOC(=O)N1CCN(CC(O)COc2c(C)cc(C)cc2C)CC1 (stereo not given)	4	-3	-4
Cc1nc2ncccn2c1C(=O)N1CC[C@@H](c2ccc3c(c2)OCO3)[C@H](O)C1	-4	1	/
O=C(NC1CC2CCC(C1)N2Cc1ccc2c(c1)OCO2)c1cc(F)cc(F)c1 (stereo not given)	6	2	0
CCNS(=O)(=O)c1ccc(C(=O)N2CCCC2c2ccc3c(c2)OCCO3)cc1 (stereo not given)	-2	1	-4
Cc1cccnc1CN(C)C1CCN(Cc2cccnc2)CC1	-2	-3	/
COc1ccc(-n2c(SCc3ccc([N+](=O)[O-])cc3)nc3c(c2=O)SCC3)cc1	17	-1	/
CCCn1nnnc1NCc1ccc(N(CC)CC)cc1	0	-6	/
CCCNC(=O)C12CC3CC(CC(Br)(C3)C1)C2	1	-8	/
C[C@@H](C1CCCCC1)n1c(C2CC2)n[nH]c1=O	1	-1	-15
N#Cc1cccc(Cl)c1NCCc1n[nH]c(=O)[nH]1	8	-7	/
COCCN(Cc1csc(COc2cc(Cl)ccc2Cl)n1)C(=O)NC(C)C	3	-3	-8
CCN1CCCC1CNc1ccc2c(-c3ccccc3F)noc2n1 (stereo not given)	3	-4	-5
C=CCN(Cc1ccccc1OC)C(=O)C1CCN(C(C)=O)CC1	5	-7	-13
CCOC(=O)c1c(-c2ccco2)csc1NC(=O)COc1ccc(C(C)=O)cc1	21	-12	-9
CC(C)NC(=O)c1cc(NC(=O)Nc2ccc(F)c(Cl)c2)ccc1N1CCc2ccccc2C1	2	-5	-3
CC(C)Cc1cc(C(=O)N2Cc3ccccc3CC2C(N)=O)n(C)n1 (stereo not given)	8	-1	-15
CCC(C)C(=O)NC1CCN(c2ccccc2C(=O)NCc2ccncc2)CC1 (stereo not given)	-4	-4	-6
COc1cccc(CCNC(=O)c2ccc(Nc3cccc(C(F)(F)F)c3)nc2)c1	4	-7	-4
CS(=O)(=O)N1CCCN(Cc2cc3n(n2)CCNC3)CC1	9	-3	/
Cc1cnn(C)c1CN1C[C@]2(C)C[C@H]1CC(C)(C)C2	/	-10	-4
Cc1ccccc1OCC(O)CN(Cc1ccccc1)Cc1cccn1Cc1ccc(C(C)(C)C)cc1 (stereo not given)	7	-3	-7
CCCNC(=O)C1(C)CCN(Cc2cccs2)C1 (stereo not given)	-1	-16	/
